TRPC6 act: mouse TRPC6 channel activators, primary screen, cell-based, HEK293, membrane potential dye. Short transient receptor potential channel 6 (Mus musculus), Q61143. HEK293-TRPC6 membrane potential dye fluorescence; stronger effect = higher value. B-score at 10 µM. actives 0.13% (n = 310,000). AID 2550, 2010;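 active = B-score of the integrated fluorescence ratio above library mean plus 3 SD, and starting fluorescence ratio within library mean plus 5 SD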;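 also: higher score means more depolarization so channel activation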
TMEM16A inh: TMEM16A chloride channel inhibitors, primary screen, cell-based, HTS; actives 1.2% (n = 310,000); HEK293 TMEM16A/YFP iodide influx fluorescence, ionomycin; normalized B-score (activity score, 25-100; higher = stronger inhibition) at 10 µM; Anoctamin-1 (Mus musculus), Q8BHY3;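 active = ratio plate-corrected score three or more library SD toward inhibition, starting fluorescence score within five deviations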;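 also: score derived from kinetic fluorescence span divided by baseline fluorescence per well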
HDAC3 inh: HDAC3 deacetylase inhibitors, primary screen, biochemical, fluorescence, cell-free homogeneous; Histone deacetylase 3 (Homo sapiens), O15379; recombinant HDAC3, fluorogenic peptide/trypsin coupled; inhibition, % at 8.3 µM; actives 0.15% (n = 320,000); AID 2718, 2010; in the data active = inhibition above about 26%, passing the limit was not always enough
Target sequence (O15379 whole entry, looked up): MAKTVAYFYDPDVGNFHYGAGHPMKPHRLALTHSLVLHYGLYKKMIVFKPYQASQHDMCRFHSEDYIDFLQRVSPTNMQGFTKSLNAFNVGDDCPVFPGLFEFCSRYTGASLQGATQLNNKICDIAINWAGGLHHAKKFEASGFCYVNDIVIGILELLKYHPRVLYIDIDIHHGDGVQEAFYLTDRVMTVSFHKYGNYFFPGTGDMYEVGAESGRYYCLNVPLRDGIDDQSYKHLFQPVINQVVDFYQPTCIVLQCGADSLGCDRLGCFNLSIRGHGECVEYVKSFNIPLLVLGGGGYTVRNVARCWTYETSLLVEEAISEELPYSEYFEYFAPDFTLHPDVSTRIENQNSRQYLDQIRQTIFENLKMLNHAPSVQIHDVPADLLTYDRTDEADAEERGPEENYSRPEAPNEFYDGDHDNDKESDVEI
RGS4 pot: RGS4 potentiators or activators, primary screen, cell-based, HEK293 M3R inducible RGS4, calcium flux | carbachol calcium flux Fluo4; stronger effect = lower value | B-score at 10 µM | actives 0.92% (n = 310,000) | AID 463111, 2010;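 active = B-score of the integrated calcium signal more than 4 SD below the library mean, with starting fluorescence not abnormally high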;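 also: negative B-score means reduced calcium response which marks RGS4 activation or potentiation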
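System – HEK293 FlpIn-TREx cells, stable M3R, doxycycline-inducible RGS4 · Reagent – ECmax carbachol challenge · Times – compound preincubation 20 min at room temperature before agonist · Technique – Fluo4 fluorescence kinetic imaging of calcium · Measure – B score of integrated Fluo4 ratio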
TRPC6 inhibitor: mouse TRPC6 channel inhibitors, primary screen, cell-based, HEK293, membrane potential dye; Short transient receptor potential channel 6 (Mus musculus), Q61143; ACh-evoked depolarization; stronger effect = lower value; B-score at 10 µM; actives 1.1% (n = 310,000); AID 2553, 2010;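 active = B-score under library mean minus 3 SD, initial fluorescence not abnormally high, positive integrated signal ratio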;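 also: B-score derived from integrated fluorescence ratio over the kinetic read; more negative B-score means stronger inhibition of depolarization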
MrgX1 antagonist: antagonists of human MrgX1 receptor, primary screen, HEK293 cells, Fluo-4 calcium flux | Mas-related G-protein coupled receptor member X1 (Homo sapiens), Q96LB2 | BAM8-22 antagonism; stronger effect = lower value | B-score at 10 µM | actives 1.3% (n = 310,000);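 active = calcium-response B-score plate-corrected more than 3 library SD below zero, starting fluorescence within 5 deviations, no agonist response on first addition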;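 also: peak minus trough fluorescence over baseline after final BAM8-22 challenge near maximal dose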
Target sequence (Q96LB2 whole entry, looked up): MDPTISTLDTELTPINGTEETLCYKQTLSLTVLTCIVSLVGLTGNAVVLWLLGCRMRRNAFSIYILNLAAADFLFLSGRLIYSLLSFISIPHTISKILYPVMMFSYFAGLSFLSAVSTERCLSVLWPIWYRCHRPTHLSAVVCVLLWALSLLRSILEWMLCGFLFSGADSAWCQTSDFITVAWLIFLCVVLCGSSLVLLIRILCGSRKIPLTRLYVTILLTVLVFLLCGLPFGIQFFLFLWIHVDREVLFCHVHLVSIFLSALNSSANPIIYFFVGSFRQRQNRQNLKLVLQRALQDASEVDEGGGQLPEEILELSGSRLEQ
MrgX1 allo act: positive allosteric modulators of MrgX1, primary screen, HEK293 cells, Fluo-4 calcium flux | FDSS; stronger effect = higher value | B-score at 10 µM | Mas-related G-protein coupled receptor member X1 (Homo sapiens), Q96LB2 | actives 0.63% (n = 310,000);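 active = plate-corrected calcium response at least 3 library SD above typical, normal starting fluorescence, not activating the receptor alone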;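 also: compound read alongside a low EC10 to EC30 dose of BAM8-22 agonist; peak minus trough fluorescence over baseline measured at the second addition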
RGS4 block: RGS4 inhibitors, primary screen, cell-based, HEK293 M3R inducible RGS4, calcium flux; Regulator of G-protein signaling 4 (Homo sapiens), P49798; Fluo-4 calcium flux; stronger effect = higher value; triggered by carbachol at its EC20; B-score at 10 µM; actives 0.45% (n = 310,000);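 active = B-score, a plate-corrected calcium signal, over three deviations above library mean, with baseline fluorescence within five deviations of library mean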;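 also: RGS4 expression induced by doxycycline in cells with stable M3 receptor; B-score is computed from the integrated fluorescence ratio over baseline after carbachol; higher B-score means a larger calcium signal and so more RGS4 inhibition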
Target sequence (P49798 whole entry, looked up): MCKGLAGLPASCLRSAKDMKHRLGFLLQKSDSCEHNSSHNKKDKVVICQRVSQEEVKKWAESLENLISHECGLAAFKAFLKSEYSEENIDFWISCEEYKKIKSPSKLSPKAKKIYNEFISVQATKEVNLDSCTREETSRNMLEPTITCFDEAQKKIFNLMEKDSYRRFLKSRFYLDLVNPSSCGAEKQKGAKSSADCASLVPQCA
MrgX1 agonist: agonists of human MrgX1 receptor, primary screen, HEK293 cells, Fluo-4 calcium flux. Mas-related G-protein coupled receptor member X1 (Homo sapiens), Q96LB2. Fluo-4 calcium fluorescence, agonist mode; stronger effect = higher value. B-score at 10 µM. actives 0.44% (n = 310,000). AID 588627, 2011;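 active = calcium response B-score plate-corrected fluorescence ratio at least 3 library SD, with starting fluorescence B-score inside 5 SD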
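Material: MrgX1-expressing HEK293 cells / Dosing: compound as first of three additions / Incubation: overnight seeding, then 1 h dark dye loading / Signal: Fluo-4 NW calcium fluorescence / Evaluation: B-scored fluorescence response ratio / Benchmarks: positive and negative control wells on each plate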
TMEM16A act: TMEM16A chloride channel activators or potentiators, primary screen, cell-based, HTS | Anoctamin-1 (Mus musculus), Q8BHY3 | HEK293 TMEM16A/YFP-H148Q/I152L, iodide quench fluorescence; stronger effect = lower value | B-score at 10 µM | actives 0.3% (n = 340,000) | AID 623877, 2012;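 active = fluorescence-ratio B-score plate-corrected deviation score at least 3 library SD below zero, with starting fluorescence score within 5 deviations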;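 also: channel opened by trigger with iodide after compound preincubation; score built on the fluorescence ratio of max minus min over baseline; more negative score means more quench and so TMEM16A activation or potentiation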
SKKanGAS inh: S. pyogenes SKKanGAS growth inhibitors in kanamycin, primary screen, streptokinase expression inhibitor project, SKKanGAS strain, BacTiter-Glo luminescence | 6 h | inhibition, % at 7.5 µM | actives 1.3% (n = 300,000);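 active = mean replicate score, as percent of positive control median, at least 50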;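 also: strain carries kanamycin resistance gene driven by streptokinase promoter and grows in 40 µg/ml kanamycin; loss of luminescence reflects streptokinase promoter inhibition or plain growth inhibition; 0% = median of DMSO wells and 100% = positive control at its reference dose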
An asterisk follows results filed as active; i = inactive; . = not tested or not shown.

Every second line gives: TRPC6 act	TMEM16A inh	HDAC3 inh	RGS4 pot	TRPC6 inhibitor	MrgX1 antagonist	MrgX1 allo act	RGS4 block	MrgX1 agonist	TMEM16A act	SKKanGAS inh
> COc1cccc(C(=O)OCc2ccccc2C#N)c1O
    i	i	1	i	i	i	i	i	i	i	-2
> CCC(C)NC(=O)c1ccc(-n2c(=S)[nH]c3ccccc3c2=O)cc1 (stereo unspecified)
    i	i	-4	i	i	i	i	i	i	i	4
> Clc1ccc(CNc2ccccc2NCc2ccc(Cl)nc2)cn1
    i	i	1	i	i	i	i	i	i	i	-4
> C=CCN1C=C2C(=O)C(C)(OC(=O)C3CCCC3)C(=O)C(c3ccccc3)=C2C=C1CCCC(=O)OC (stereo unspecified)
    i	i	7	i	i	i	i	i	i	i	-4
> COCCNS(=O)(=O)c1cc(OC)c(C)cc1C
    i	i	-3	i	i	i	i	i	i	i	-4
> O=C(NCc1nnc(SCC(=O)N2CCN(c3ccccc3)CC2)o1)c1ccccc1
    i	i	.	i	i	i	i	i	i	i	-3
> COc1ccc(Cl)cc1NC(=O)CSc1nnc(-c2ccco2)o1
    i	i	5	i	i	i	i	i	i	i	3
> COc1cccc(/C=C2\SC(N)=NC2=O)c1OS(=O)(=O)c1ccccc1
    i	i	5	i	i	i	i	i	i	i	4
> Cc1ccc(-n2c(=O)cc(NCc3cccnc3)[nH]c2=O)cc1
    i	i	4	i	i	i	i	i	i	i	3
> CCO[C@H]1OC(C(=O)N2CCN(C)CC2)=C[C@@H](c2csc3ccccc23)[C@@H]1CCCO
    i	i	-1	i	i	i	i	i	i	i	0
> CN(C)C(=O)c1ccc(NC(=O)CSc2nc3ccccc3[nH]2)cc1
    i	i	0	i	i	i	i	i	i	i	7
> COc1ccccc1C/C(N)=N/OC(=O)COc1cccc(C)c1C
    i	i	4	i	i	i	i	i	i	i	13
> CCOc1ccc(S(=O)(=O)N(CC)CC(=O)NCc2cccnc2)cc1C
    i	i	6	i	i	i	i	i	i	i	4
> Cc1c(Br)c([N+](=O)[O-])nn1C(C)C(=O)N1CCc2ccccc2C1 (stereo unspecified)
    i	i	1	-9.3*	-6*	i	i	i	i	i	-14
> O=C1c2ccccc2C(=O)N1Cc1nc2ccccc2c(=O)n1CCCN1CCOCC1
    i	i	3	i	i	i	i	i	i	i	3
> Cc1cccc(NC(=S)N/N=C/c2cccc(O)c2)c1C
    i	i	.	i	i	i	i	i	i	i	1
> CC(C)(C)NS(=O)(=O)c1ccc(OCC(=O)NCCC2=CCCCC2)cc1
    i	i	-1	i	i	i	i	i	i	i	-3
> CC(=O)c1ccc(N2CCN(C(=O)CCC(=O)c3cccs3)CC2)cc1
    i	i	6	i	i	i	i	i	i	i	12
> O=c1[nH]c(/C=C/c2cccc3ccccc23)nc2ccccc12
    i	i	-11	i	i	i	i	i	i	i	-5
> CCc1ccc(CN(C)C(=O)c2cc(COc3cccc(C(F)(F)F)c3)on2)nc1
    i	i	17	i	i	i	i	i	i	i	-4
> FC(F)(F)c1nnc2c(Sc3ccccn3)nc3ccccc3n12
    i	i	-1	i	i	i	i	i	i	i	6
> Cc1cccc(N(CC(=O)N2CCCC2)S(=O)(=O)c2ccccc2)c1C
    i	i	-2	i	i	i	i	i	i	i	-3
> CC(=O)C1=C(C)N(CC2CC2)C(=O)N[C@H]1c1ccc(Br)cc1
    i	i	8	i	i	i	i	i	i	i	2
> O=C(Nc1cccc2ccccc12)c1cccc([N+](=O)[O-])c1
    i	i	12	i	i	i	i	i	i	i	5
> COc1ccc(C[C@H]2CN3C(=NC[C@H]3Cc3ccccc3)N2CCNC(=O)CCC2CCCCC2)cc1
    i	i	4	i	i	i	i	i	i	i	-1
> CCN(CC)CCCN(Cc1cc2cc(OC)c(OC)cc2[nH]c1=O)C(=O)Nc1ccccc1
    i	i	-1	i	i	i	i	i	i	i	-4
> N#Cc1cnn2cc(CCN3CCOCC3)c(-c3ccc(F)cc3)nc12
    i	i	-1	i	i	i	i	i	i	i	-3
> CCOCCn1c(=NC(=O)CSCC(=O)N2CCOCC2)sc2cc(OC)ccc21
    i	i	-6	i	i	i	i	i	i	i	6
> CN(NC1OC(=O)c2ccccc21)c1ncc(Cl)cc1C(F)(F)F (stereo unspecified)
    i	i	3	i	i	i	i	i	i	i	-11
> O=P(CCN1CCCCC1)(c1ccccc1)c1ccccc1
    i	i	-6	i	i	i	i	i	i	i	-3
> CC(=O)c1ccc(S(=O)(=O)N2CCC(c3nc4ccccc4[nH]3)CC2)cc1
    i	i	-1	i	i	i	i	i	i	i	14
> Cc1sc(-c2ccccn2)nc1OC(=O)c1cccc(Cl)c1Cl
    i	i	9	i	i	i	i	i	i	i	10
> Cc1cccc(Cn2c(N(C)Cc3ccccc3)nc3c2c(=O)[nH]c(=O)n3C)c1
    i	i	3	i	i	i	i	i	i	i	1
> Cc1ccc(N=Nc2ccc3ccccc3c2O)cc1
    i	i	-3	i	i	i	i	i	i	i	7
> COc1ccccc1CN(C)S(=O)(=O)c1cccs1
    i	i	-4	i	i	i	i	i	i	i	-1
> N#Cc1ccccc1NC(=O)c1ccccc1OCC(=O)Nc1ccc2c(c1)oc1ccccc12
    i	i	-6	i	i	i	i	i	i	i	3
> O=C(CN(Cc1ccccc1Cl)C(=O)c1csnn1)NC1CCCC1
    i	i	3	i	i	i	i	i	i	i	14
> O=C(Nc1ccccc1N1CCOCC1)c1ccccc1NS(=O)(=O)c1ccc(F)cc1
    i	i	1	i	i	i	i	i	i	i	-7
> O=C(Nc1nccs1)c1cc(S(=O)(=O)N2CCOCC2)c(Cl)cc1Cl
    i	i	2	i	i	i	i	i	i	i	-14
> COc1ccc(-c2noc(N3CCC(C(=O)N(C)c4ccccc4)CC3)n2)cc1
    i	i	10	i	i	i	i	i	i	i	-3
> CCOC(=O)C1CCCN(C(=O)c2sc3nc(-c4ccc(OC)cc4)cn3c2C)C1 (stereo unspecified)
    i	i	5	i	i	i	i	i	i	i	17
> O=C(c1cccc(F)c1)N1CCN(C(=O)c2cc3nc(-c4ccco4)cc(C(F)(F)F)n3n2)CC1
    i	i	3	i	i	i	i	i	i	i	11
> CCCCc1c(O)nc(SCC(=O)c2ccccc2)[nH]c1=O
    i	i	46*	i	i	i	i	i	i	i	-2
> CC(=O)c1ccc(N2CCN(C(=O)C3(S(=O)(=O)c4ccc(Cl)cc4)CC3)CC2)cc1
    i	i	9	i	i	i	i	i	i	i	4
> COc1cc(/C=C2\SC(N3CCCCC3)=NC2=O)cc(OC)c1OC
    i	i	6	i	i	i	i	i	i	i	7
> COc1ccc(C(=O)COC(=O)CCN2C(=O)C3C4CC(C(Br)C4Br)C3C2=O)cc1 (stereo unspecified)
    i	i	-1	i	i	-5.4*	i	i	i	i	-5
> CCOc1nc(NC2CCCCC2)nc(NC(C)(C)C)n1
    i	i	1	i	i	i	i	i	i	i	21
> O=C(O)COc1ccc2oc3ccccc3c2c1
    i	i	-1	i	i	i	i	i	i	i	-25
> C=CCOC(=O)C1=C[C@@H](c2csc3ccccc23)C[C@@H](OCCCCO)O1
    i	i	7	i	i	i	i	i	i	i	12
> COc1ccc(N2CCN(C(=O)Cc3cccs3)CC2)cc1
    i	i	-4	i	i	i	i	i	i	i	-1
> C#Cc1ccc([C@@H]2C=C(C(=O)NC3CC3)O[C@H](OCCCCO)C2)cc1
    i	i	-2	i	i	i	i	i	i	i	3
> COc1ccc(CCn2c(N3CCN(Cc4ccccc4)CC3)nc3c2c(=O)[nH]c(=O)n3C)cc1
    i	i	-1	i	i	i	i	i	i	i	-3
> O=C1NC2(CCCCCC2)C(=O)N1Cc1ccc(Br)cc1
    i	i	0	i	i	i	i	i	i	i	0
> COc1cc(S(=O)(=O)NC2CCCCC2)c(C)cc1C
    i	i	1	i	i	i	i	i	i	i	9
> Cc1ccc(C(=O)NC(=S)NNC(=O)c2ccccc2)cc1
    i	i	2	i	i	i	i	i	78*	i	77*
> COc1ccc(S(=O)(=O)N2CCC(C(=O)Nc3ccc(S(=O)(=O)N4CCCC4)cc3)CC2)cc1OC
    i	i	-3	i	-5.4*	i	i	i	i	i	-1
> O=C(Nc1nc(COc2ccccc2)cs1)c1ccccc1F
    i	i	1	i	i	i	i	i	i	i	3
> C=CCn1nc2ccccc2c1OC
    i	i	-1	i	i	i	i	i	i	i	-2
> O=C(CC(Cc1ccccc1)C(=O)O)Nc1ccc(Cl)c(Cl)c1 (stereo unspecified)
    i	i	5	i	i	i	i	i	i	i	9
> CCOc1ccc(NC(=O)C2CCCN(S(=O)(=O)c3c(C)n[nH]c3C)C2)cc1 (stereo unspecified)
    i	i	9	i	i	i	i	i	i	i	-2

The list goes on:
Every second line gives: TRPC6 act	TMEM16A inh	HDAC3 inh	RGS4 pot	TRPC6 inhibitor	MrgX1 antagonist	MrgX1 allo act	RGS4 block	MrgX1 agonist	TMEM16A act	SKKanGAS inh
> CS(=O)(=O)N1CCc2cc(C(=O)Nc3ccccc3)ccc21
    i	i	-1	i	i	i	i	i	i	i	-6
> CCCCn1c(SCC(=O)NC(C)CC)nc2ccc(N3CCOCC3)cc2c1=O (stereo unspecified)
    i	i	8	i	i	i	i	i	i	i	-1
> Cc1cc(=O)[nH]c(NN=C(CC(C)C)CC(C)C)n1
    i	i	1	i	i	i	i	i	i	i	-7
> Cc1ccc(NC(=O)C(=O)NCCN2CCN(C(=S)Nc3ccccc3)CC2)cc1
    i	i	1	i	i	i	i	i	i	i	0
> Cn1c(N)c(C(=O)COC(=O)c2ccnc3ccccc23)c(=O)n(C)c1=O
    i	i	0	i	i	i	i	i	i	i	5

Source: PubChem BioAssay (several laboratories)
